Screening data from PubChem BioAssay.
ABCG2 block – ABCG2 efflux pump inhibitors, primary screen, multiplex with ABCB1, IgMXP3 cells, flow cytometry; inhibition, % at 6.6 µM; 190,000 tested, 0.1% active; AID 1325, 2008; Broad substrate specificity ATP-binding cassette transporter ABCG2 (Homo sapiens), Q9UNQ0; JC-1 efflux;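 active means inhibition above 80%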;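 further: 0% = DMSO and 100% = nicardipine control wells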
Target sequence (Q9UNQ0 whole entry, looked up): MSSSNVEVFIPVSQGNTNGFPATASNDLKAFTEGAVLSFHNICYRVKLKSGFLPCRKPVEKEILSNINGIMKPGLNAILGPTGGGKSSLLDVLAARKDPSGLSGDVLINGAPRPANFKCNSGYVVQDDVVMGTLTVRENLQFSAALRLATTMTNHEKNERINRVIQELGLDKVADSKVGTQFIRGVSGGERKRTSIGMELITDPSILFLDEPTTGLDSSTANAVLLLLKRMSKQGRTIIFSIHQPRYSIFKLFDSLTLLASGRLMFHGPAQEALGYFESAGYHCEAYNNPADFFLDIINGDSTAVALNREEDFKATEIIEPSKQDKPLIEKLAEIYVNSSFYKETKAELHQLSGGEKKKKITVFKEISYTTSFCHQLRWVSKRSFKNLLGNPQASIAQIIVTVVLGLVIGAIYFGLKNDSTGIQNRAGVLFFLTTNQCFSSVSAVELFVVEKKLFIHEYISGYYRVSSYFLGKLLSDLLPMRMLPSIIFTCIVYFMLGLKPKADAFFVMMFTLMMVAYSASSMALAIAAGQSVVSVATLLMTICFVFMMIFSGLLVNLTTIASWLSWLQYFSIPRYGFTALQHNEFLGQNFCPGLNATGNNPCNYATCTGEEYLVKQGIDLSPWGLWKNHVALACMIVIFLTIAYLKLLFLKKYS
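System: two drug-resistant human cell lines, ABCG2 and ABCB1; controls: nicardipine high and DMSO low controls; times: 10 min exposure at 25 °C with rotation, no wash; detection: flow cytometry of retained JC-1 fluorescence; read-out basis: percent efflux inhibition, scaled nicardipine 100% to DMSO 0%; doses: one concentration, 6.6 µM final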
Pf gamet viab – late stage P. falciparum gametocyte viability inhibitors, primary screen, ATP luminescence, HTS | inhibition, % at 10.9 µM | 150,000 tested, 0.065% active | P. falciparum stage V gametocytes, 24 h;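 active means inhibition above the mean plus 3 SD of compounds within the control limits, set per campaign, cut at about 38% in these data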;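 further: 0% = DMSO wells and 100% = medium only without gametocytes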
GSH fluor – compound fluorescence on glutathione beads, profiling panel, artefact control, biophysical, 488/530 nm, flow cytometry | GSH beads flow cytometry, compound fluorescence 488/530 nm; stronger effect = higher value | fluorescence (KMESF) at 10 µM | 190,000 tested, 0.25% active | AID 1776, 2009; in the data active means fluorescence above about 89;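 further: glutathione beads carrying GST-tagged Bcl family fusion proteins plus one bare bead set; values are compound well signal with DMSO vehicle wells as background; inactives centre near 16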
Mcl1 Noxa PPI – Mcl-1/Noxa binding inhibitors, primary screen, biochemical, TR-FRET, 1536-well | Induced myeloid leukemia cell differentiation protein Mcl-1 (Homo sapiens), Q07820 | TR-FRET Mcl-1/Noxa peptide binding, 2 h | inhibition, % at 21.7 µM | 220,000 tested, 1.5% active;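 active means compounds that cut the protein-peptide binding signal by more than 50% relative to plate controls in a single-dose test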;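 further: His-tagged Mcl-1 with rhodamine Noxa BH3 peptide and terbium anti-His antibody; 0% = Mcl-1 plus Noxa peptide wells and 100% = peptide-only wells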
Target sequence (Q07820 whole entry, looked up): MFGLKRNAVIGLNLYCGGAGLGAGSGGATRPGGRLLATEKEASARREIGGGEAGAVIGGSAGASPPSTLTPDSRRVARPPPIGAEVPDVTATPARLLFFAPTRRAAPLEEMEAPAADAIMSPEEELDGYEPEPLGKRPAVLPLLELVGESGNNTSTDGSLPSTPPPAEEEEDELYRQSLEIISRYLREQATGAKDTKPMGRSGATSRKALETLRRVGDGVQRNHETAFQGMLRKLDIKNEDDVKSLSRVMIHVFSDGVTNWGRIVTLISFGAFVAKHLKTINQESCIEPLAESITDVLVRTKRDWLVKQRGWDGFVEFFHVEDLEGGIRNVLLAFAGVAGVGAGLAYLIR
Mcl1 Bid PPI – Mcl-1/Bid binding inhibitors, primary screen, biochemical, TR-FRET, 1536-well; Induced myeloid leukemia cell differentiation protein Mcl-1 (Homo sapiens), Q07820; AID 1021, 2008; 220,000 tested, 0.97% active; TR-FRET Mcl-1/Bid-Dy647 peptide binding; inhibition, % at 21.7 µM;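 active means compounds that cut the binding signal by more than half at the single screening dose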;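 further: His-tagged Mcl-1 with europium anti-His antibody binding Bid BH3 peptide; 0% = Mcl-1 plus peptide wells and 100% = peptide-only wells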
RGS7-Gao reg – RGS7-Galphao binding modulators, primary screen, biochemical, multiplexed bead flow cytometry. Guanine nucleotide-binding protein G(o) subunit alpha (Homo sapiens), P09471. actives lie on both sides. binding response (% of control), % at 10 µM. 220,000 tested, 0.35% active. AID 1439, 2008; in the data active means binding response below about 49% or above about 150%; inconclusive means no clear call, values can overlap the other calls; inactive means in between;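 further: fluorescent Galphao held in activated GDP-AlF4 state binding bead-coupled RGS7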
RGS8-Gao reg – RGS8-Galphao binding modulators, primary screen, biochemical, multiplexed bead flow cytometry. Guanine nucleotide-binding protein G(o) subunit alpha (Homo sapiens), P09471. actives lie on both sides. response (percent of control binding), % at 10 µM. 220,000 tested, 0.34% active; in the data active means response below about 60% or above about 140%; inactive means in between;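 further: Galphao activated as the GDP aluminium fluoride complex binding bead-coupled RGS8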
RGS4-Gao reg – modulators of RGS4 binding to Galphao, primary screen, biochemical, multiplexed bead flow cytometry. actives lie on both sides. binding response (% of control), % at 10 µM. 220,000 tested, 0.33% active; in the data active means binding response below about 49% or above about 150%; inactive means in between;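 further: fluorescent Galphao activated with aluminum fluoride binding bead-coupled RGS4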
Avidin bead fluor – green autofluorescence of compounds with avidin beads – biophysical, 488/530 nm, flow cytometry, artefact control, profiling panel; 220,000 tested, 0.38% active; fluorescence (KMESF) at 10 µM; compound fluorescence 488/530 nm; stronger effect = higher value; in the data active means fluorescence above about 47; further: inactives centre near 10
ABCB1 block – ABCB1 efflux pump inhibitors, primary screen, cell-based, multiplex, flow cytometry, ABCG2 counter-screen | ATP-dependent translocase ABCB1 (Homo sapiens), P08183 | CCRF-Adr cells, JC-1 efflux | inhibition, % at 6.6 µM | 190,000 tested, 0.067% active; in the data active means inhibition above about 40%;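 further: 0% = vehicle and 100% = reference inhibitor; higher value means more JC-1 retained so stronger ABCB1 efflux block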
Mcl-1 Bim block – inhibitors of Bim peptide binding to Mcl-1, primary screen, biochemical, bead-based flow cytometry, multiplex; Bim peptide-Mcl-1 binding; inhibition, % at 10 µM; 190,000 tested, 0.1% active; AID 1009, 2008; in the data active means inhibition above about 40%;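 further: 0% = no compound tracer wells and 100% = peptide blocker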
An asterisk follows results filed as active; ? = inconclusive; . = not tested or not shown.

SMILES	ABCG2 block	Pf gamet viab	GSH fluor	Mcl1 Noxa PPI	Mcl1 Bid PPI	RGS7-Gao reg	RGS8-Gao reg	RGS4-Gao reg	Avidin bead fluor	ABCB1 block	Mcl-1 Bim block
O=C(Nc1ccc(S(=O)(=O)N2CCOCC2)cc1)c1cccnc1	.	12	.	-9	-1	?	94	90	5	.	.
Cc1cc(C)n(-c2ccc(F)cc2)c(=O)c1C(=O)O	7	.	22	20	3	103	101	101	25	1.0	0
CCCCN(C)C(=O)c1nc2ccccn2c1CNCCCn1ncc2ccccc21	.	4	.	19	-20	?	102	104	6	.	.
Cc1ccc2nc(-c3cccc(N)c3)[nH]c2c1	-4	.	17	0	-15	103	106	102	6	-0.3	0
Cc1ccc(N(CCC(=O)O)S(=O)(=O)c2ccccc2)cc1	2	.	9	15	0	82	77	96	1	-0.4	-1
CC(C)C(=O)Nc1cc(=O)[nH]c2ncnn12	6	-39	26	-11	-12	99	92	97	7	0.7	-4
CCOC(=O)CCc1c(C)nc(-n2[nH]c(C)c(CCO)c2=O)[nH]c1=O	10	-4	11	1	-39	101	107	102	18	1.3	1
CC(=O)NC1C(=O)N(CC(C)C)c2ccccc21 (centres undefined)	2	-6	18	24	10	100	102	98	5	0.4	5
Cc1cccc(C)c1NC(=S)NCCc1ccccn1	2	10	11	7	-69	101	99	103	12	0.0	-1
Nc1nnc(SCC(=O)NC2CCCc3ccccc32)s1 (centres undefined)	.	13	.	-21	-21	?	109	122	4	.	.
CC(=O)N1N=C(c2cccs2)CC1c1cccs1 (centres undefined)	4	-5	14	17	1	106	106	102	12	1.2	0
CC(C)NCCOc1cccc(Br)c1	-7	.	11	5	0	100	103	103	10	-6.5	0
COC(=O)C1(S(=O)(=O)C2(C(=O)OC)CCCC2)CCCC1	3	.	26	10	1	101	101	100	4	0.9	1
Cc1oc(S(=O)(=O)N(C)C)cc1C(=O)Nc1ccc(F)cc1	.	16	.	10	-2	?	99	100	6	.	.
C=CCN(CC=C)C(=S)NC(=O)/C=C/c1ccccc1	2	-10	6	2	-51	104	105	104	9	0.1	3
COc1ccc(CCNC(=O)C2CC(c3ccccc3F)=NO2)cc1 (centres undefined)	.	.	.	-1	-16	?	98	94	10	.	.
Cc1cc(S(=O)(=O)Nc2cccnc2)c(C)s1	6	.	22	6	-2	98	98	98	34	0.9	-4
CCOC(=O)N1CCN(Cc2nc3c(c(=O)n(C)c(=O)n3C)n2CCC(C)C)CC1	0	.	14	-5	0	102	101	101	23	0.5	-4
COc1ccc(NCc2ccccc2[N+](=O)[O-])cc1OC	4	9	8	34	10	102	100	100	13	4.5	-2
CCC(NC(=O)NCc1ccccc1)(C(F)(F)F)C(F)(F)F	3	-5	18	20	-48	92	92	94	8	0.3	-5
CCN1CCc2c(OCC(=O)N3CCC(C)CC3)cccc2C1=O	2	19	7	1	-18	103	104	105	20	0.4	-3
CCOC(=O)c1cccc(-n2c(C)cc(C=O)c2C)c1	11	.	11	9	-38	98	99	95	13	1.1	-4
Clc1ccc2c(c1)C1=C(C(c3ccncc3)O2)C(c2ccc(Br)cc2)n2ncnc2N1 (centres undefined)	6	.	16	17	2	97	100	97	35	4.0	-3
NCCCC[C@H]1CNC(=O)C(=O)N1CC1CCCCC1	.	.	.	-10	-29	?	98	89	8	.	.

Quoted at random: 2 entries already listed, in no set order.
SMILES	ABCG2 block	Pf gamet viab	GSH fluor	Mcl1 Noxa PPI	Mcl1 Bid PPI	RGS7-Gao reg	RGS8-Gao reg	RGS4-Gao reg	Avidin bead fluor	ABCB1 block	Mcl-1 Bim block
CCOC(=O)N1CCN(Cc2nc3c(c(=O)n(C)c(=O)n3C)n2CCC(C)C)CC1	0	.	14	-5	0	102	101	101	23	0.5	-4
COc1ccc(CCNC(=O)C2CC(c3ccccc3F)=NO2)cc1 (centres undefined)	.	.	.	-1	-16	?	98	94	10	.	.

The list goes on.
SMILES	ABCG2 block	Pf gamet viab	GSH fluor	Mcl1 Noxa PPI	Mcl1 Bid PPI	RGS7-Gao reg	RGS8-Gao reg	RGS4-Gao reg	Avidin bead fluor	ABCB1 block	Mcl-1 Bim block
NS(=O)(=O)c1ccc(CCNc2cc(=O)n(Cc3ccc(F)cc3)c(=O)[nH]2)cc1	-7	14	24	-5	-24	100	102	98	25	-0.4	-1
Cc1ccc(-n2c(C)nc3c(cnn3-c3ccccc3Cl)c2=O)cc1C	3	.	25	27	6	101	101	99	38	0.9	-2
CC(C)[C@H](NS(=O)(=O)c1ccc2c(c1)OCCO2)C(=O)OCC(=O)Nc1cccc(Cl)c1Cl	14	.	20	18	4	101	99	98	13	1.4	-6
CNC(=O)COC(=O)/C=C/c1cccs1	0	-12	60	-7	-22	101	97	101	24	-0.1	0
O=C(Nc1ccn(Cc2ccccc2F)n1)c1ccc(COc2ccccc2Cl)cc1	1	.	15	-6	-9	100	101	99	5	0.4	-2
c1cc(-c2nn[nH]n2)ccc1CN1CCCCC1	6	.	25	4	-32	108	106	107	13	1.0	-1
Cc1ccn2c(NC3CCCC3)c(-c3ccncc3)nc2c1	17	-8	66	11	-34	90	97	97	17	2.5	0
CCC1Sc2ccccc2N(CC(=O)NCc2ccc3c(c2)OCO3)C1=O (centres undefined)	1	.	40	0	4	101	100	103	5	0.4	-4
COc1ccc(CC(=O)Nc2cccc(C(=O)Nc3cccc(C)c3)c2)cc1	3	.	15	-8	-34	100	103	98	9	0.5	-1
NC1=NC[C@H](Cc2ccc(O)cc2)N1CCc1cccc2ccccc12	.	10	.	38	-3	?	103	103	11	.	.
C/C(=N\OC(=O)Nc1ccccc1)c1cnn(-c2cc(C(F)(F)F)cc(C)n2)c1C	.	11	.	-12	-9	?	100	103	7	.	.
Cc1cc2ccccn2c1C(=S)NC(=O)c1ccccc1	11	-88	3	15	-56	95	85	93	6	1.4	-1
Cn1nc(CC(=O)NC2CCCCCC2)c2ccccc2c1=O	1	.	22	-6	-14	103	102	101	9	0.3	1
Cc1ccc(-c2n[nH]c(=S)n2/N=C/c2cc3c(cc2[N+](=O)[O-])OCO3)cc1	8	-30	46	64*	26	103	99	107	6	-0.1	-3
CCN1CCN(c2cc(C)c3cc(NC(=O)c4cccs4)ccc3n2)CC1	.	-12	.	25	-14	?	105	110	5	.	.
COc1cc(S(=O)(=O)NCc2ccncc2)c(OC)cc1Cl	-1	-82	12	13	-38	98	98	101	10	0.3	1
CCc1ccc(C(=O)COC(=O)c2n[nH]c3ccccc23)cc1	2	-2	15	-2	1	98	102	94	11	-0.3	-1
C=CCn1c(-c2ccc3[nH]c(C)c(C)c3c2)n[nH]c1=S	1	-17	13	17	-42	101	95	100	7	0.1	3
CCCCC(=O)Nc1nc2ccc3nc(C)sc3c2s1	-1	.	24	6	0	106	88	79	8	-2.0	1
Clc1ccc(-c2csc(-c3ccno3)n2)cc1	.	0	.	-13	-20	?	100	101	7	.	.
Fc1ccc(CSc2nnc(-c3cnccn3)n2Cc2ccco2)cc1	1	4	49	5	-8	93	94	91	5	0.7	0
O=C(Cn1cncn1)NCc1ccccc1Br	0	-1	52	8	-11	99	97	93	24	0.1	-2
COc1ccc(CN2CCCC(CNC(=O)c3ccc(F)cc3)C2)c(C)c1C (centres undefined)	2	1	9	5	1	100	101	100	10	0.8	0
O=C(c1cccc(N2C(=O)C3C4C=CC(C4)C3C2=O)c1)N1CCCc2ccccc21 (centres undefined)	4	14	11	-4	-12	108	102	104	23	1.5	-3
CC(OC(=O)c1cc(=O)[nH]c2ccccc12)c1ccccc1 (centres undefined)	7	-10	15	16	4	97	98	96	14	0.5	-2
CCC(C(=O)Nc1nccs1)c1ccccc1 (centres undefined)	7	.	18	4	15	101	99	101	26	0.7	-2
CCS(=O)(=O)Nc1cccc(C2=NN(S(C)(=O)=O)C(c3ccccc3)C2)c1 (centres undefined)	0	.	20	-15	3	101	97	98	6	-0.4	-1
O=C(O)c1ccccc1C(=O)c1ccc(Sc2ccc(Cl)cc2)c([N+](=O)[O-])c1	.	14	.	18	2	?	100	99	3	.	.
Cc1ccc(CCNC(=O)C2CCN(S(=O)(=O)c3ccc4c(c3)CCC(=O)N4)CC2)cc1	-3	.	22	0	3	110	106	107	12	-2.4	0
CC(C)N(CCNCc1nnc(-c2ccccc2)o1)C(C)C	-1	-23	24	21	26	?	102	98	8	-0.1	0
CC(C)(C)NCCCCOc1ccccc1F	6	-21	31	-7	-9	103	103	103	10	1.1	0
O=C(COC(=O)/C=C/c1ccccc1Cl)NCCc1ccc(Cl)cc1Cl	4	.	15	7	-22	99	101	103	16	0.1	-5
CCOC(=O)CN(Cc1ccc(OC)c(OC)c1)S(=O)(=O)c1ccc(OC)cc1	6	-12	27	7	-31	99	100	100	15	1.6	-8
CC(=O)N1CCC(N(C(=O)Nc2ccc(Cl)cc2)C(C)C)CC1	.	-10	.	-30	-65	?	103	102	12	.	.
Cc1ccc(S(=O)(=O)N2CCN(c3ccc(C(F)(F)F)cc3[N+](=O)[O-])CC2)cc1	25	-3	11	7	0	104	103	102	14	1.2	-5
CCNc1nc(NCC)n2c(SCC(=O)Nc3ccccc3[N+](=O)[O-])nnc2n1	6	0	16	15	-2	100	99	97	2	0.3	-27
Cc1cc(=O)n2c(n1)NC(Nc1cccc(C)c1C)=NC2c1ccccc1 (centres undefined)	.	4	.	15	-5	?	101	107	9	.	.
COc1cc(NC(=O)CN2CCC(Cc3ccccc3)CC2)c(C)cc1[N+](=O)[O-]	-1	.	11	6	18	101	112	102	3	0.1	0
COc1ccc(-n2nnnc2S(=O)(=O)Cc2ccc(C(=O)O)cc2)cc1	5	5	27	7	-3	106	102	102	11	0.3	-3
Cc1ccc(C(=O)C2=C(O)C(=O)N(CCCN3CCOCC3)C23C(=O)N(C)c2ccccc23)o1 (centres undefined)	1	.	6	-7	-55	98	103	101	15	0.1	0
CCN(CC)S(=O)(=O)c1ccc(/C=C/C(=O)OCC(=O)NCc2ccc3c(c2)OCO3)cc1	3	22	15	-2	-11	?	97	95	8	0.4	2
O=C(Nc1ccccc1)c1ccc(CN2CCc3ccccc3C2)cc1	25	.	24	9	1	106	104	104	10	1.3	-1
Cc1cccc(-n2cnc3c(sc4nc(N5CCOCC5)c5c(c43)CCCC5)c2=O)c1	.	11	.	0	8	?	98	99	6	.	.
CCNC(=O)n1cc(-n2cncn2)c(-c2ccc(Cl)cc2)n1	5	-5	19	2	-31	114	105	118	12	0.8	-1
